NALP1 yeast inh: blocks the NALP1 inflammasome reconstituted in yeast | inhibition, % at 10 µM | S. cerevisiae NALP1/ASC/caspase-1 growth, X-gal OD620, 72 h | 0.61% of 280,000 active; in the data active = inhibition mostly above about 24%, no sharp cut-off; inactive = mostly below about 32%; also: some compounds called inactive have numbers as strong as hits
MEKK2 WT-MEK5: raises or lowers MEK5 binding to wildtype human MEKK2 PB1 domain; bead flow cytometry, Alexa488-MEK5 binding to MEKK2 WT; actives lie on both sides; 1.1% of 290,000 active; Q9Y2U5; binding response (% of control), % at 10 µM; AID 1531; in the data active = binding response below about 67% or above about 130%
OXTR agonist: agonists of human oxytocin receptor. activation, % at 3 µM. CHO-OTR cells, Fluo-8 calcium fluorescence; normalized: DMSO 0%, oxytocin 100%. 0.32% of 320,000 active. P30559. AID 2435;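 active = activation above the mean of all tested compounds plus 3 SD, cutoff set per screening run, cut at about 20% in these data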;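 also: peak over basal fluorescence ratio from a 100 s FLIPR kinetic read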
Target sequence (P30559 whole entry, looked up): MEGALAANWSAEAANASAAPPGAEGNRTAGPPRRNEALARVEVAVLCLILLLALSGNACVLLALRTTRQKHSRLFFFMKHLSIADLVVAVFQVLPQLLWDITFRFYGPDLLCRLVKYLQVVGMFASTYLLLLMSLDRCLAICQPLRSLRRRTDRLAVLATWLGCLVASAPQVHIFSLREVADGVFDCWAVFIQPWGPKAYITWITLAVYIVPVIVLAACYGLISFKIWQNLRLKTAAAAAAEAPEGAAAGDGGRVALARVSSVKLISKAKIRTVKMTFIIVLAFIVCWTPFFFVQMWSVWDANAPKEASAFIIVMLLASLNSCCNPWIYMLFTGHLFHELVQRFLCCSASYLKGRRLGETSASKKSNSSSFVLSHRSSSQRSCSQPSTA
V1R ag counter: activates human V1a receptor in oxytocin agonist counter-screen; AID 2797; 0.25% of 320,000 active; activation, % at 3 µM; P37288; CHO-V1R cells, Fluo-8 calcium fluorescence, agonist mode; 0% DMSO, 100% 3 nM vasopressin;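 active = activation above the mean activation of all tested compounds plus 3 SD, per screening run, cut at about 20% in these data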;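 also: signal is peak over basal fluorescence ratio across a 100 second FLIPR read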
GalR3 antag: blocks the human galanin receptor 3; O60755; HEK293 GalR3-CNG cAMP membrane potential fluorescence; galR3 body fused to GalR1 C-terminus; inhibition, % at 3 µM; 0.44% of 360,000 active; AID 651719;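 active = inhibition above the screen-wide average plus 3 SD, cut at about 13% in these data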;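 also: forskolin and galanin both at EC90 stimulate the cells; cAMP rise reported by CNG channel membrane potential dye signal; 0% = forskolin plus galanin with DMSO and 100% = forskolin alone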
Target sequence (O60755 1-299 limits assumed): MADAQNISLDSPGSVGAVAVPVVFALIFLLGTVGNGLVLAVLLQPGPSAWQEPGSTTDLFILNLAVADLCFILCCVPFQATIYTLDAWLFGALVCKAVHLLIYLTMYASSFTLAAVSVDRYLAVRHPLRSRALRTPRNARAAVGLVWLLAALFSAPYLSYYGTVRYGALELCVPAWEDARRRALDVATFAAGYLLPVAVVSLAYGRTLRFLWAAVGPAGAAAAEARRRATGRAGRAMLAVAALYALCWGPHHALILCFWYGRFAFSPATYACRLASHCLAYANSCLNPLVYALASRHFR
MEKK2mut PB1 HTS: signal of MEK5 binding to mutant human MEKK2 PB1 domain; bead flow cytometry, Alexa488-MEK5 binding to MEKK2 mutant; percent response, % at 10 µM; 0.35% of 290,000 active; in the data active = percent response above about 24%, passing the limit was not always enough; also: inactives centre near 1; some results filed as inactive read as strong as hits; reference of the scale not given here
PHOSPHO1 block: PHOSPHO1 (human) inhibition. Q8TCT1. recombinant PHOSPHO1, absorbance phosphatase assay. inhibition, % at 13.3 µM. 1.1% of 290,000 active. AID 1565; in the data active = inhibition above about 60%
Target sequence (Q8TCT1 whole entry, looked up): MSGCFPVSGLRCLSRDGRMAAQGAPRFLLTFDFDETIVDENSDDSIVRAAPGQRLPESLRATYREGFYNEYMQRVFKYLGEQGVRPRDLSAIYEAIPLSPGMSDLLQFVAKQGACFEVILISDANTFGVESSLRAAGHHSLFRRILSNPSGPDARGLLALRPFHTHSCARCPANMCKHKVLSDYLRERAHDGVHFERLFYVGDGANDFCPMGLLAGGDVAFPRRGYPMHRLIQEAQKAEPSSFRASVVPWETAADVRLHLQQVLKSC
MEKK3 PB1 HTS: MEKK3-MEK5 PB1 interaction, increase or decrease | Q99759 | binding response (% of control), % at 10 µM | 1.4% of 290,000 active | bead-based flow cytometry, Alexa488-MEK5 binding to MEKK3; actives lie on both sides; 0 = blocked by unlabeled MEK5, 100 = vehicle;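 active = binding response more than 3 SD above or below the average of its plate-row segment, actives on both sides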;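 also: Alexa488 bead fluorescence after subtracting the streptavidin-only scavenger bead signal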
GPR7 antagonist: human neuropeptides B/W receptor 1 antagonism. GPR7-expressing cells, fluorescence antagonist assay. inhibition, % at 4.4 µM. 1.1% of 290,000 active. AID 1861; in the data active = inhibition above about 16%, passing the limit was not always enough;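 also: cells stimulated with the agonist NPW; 0% = agonist with vehicle and 100% = vehicle without agonist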
Numbers without * were called inactive; nt = not tested or not shown.

molecule,GPR7 antagonist,MEKK2mut PB1 HTS,MEKK2 WT-MEK5,PHOSPHO1 block,GalR3 antag,OXTR agonist,NALP1 yeast inh,MEKK3 PB1 HTS,V1R ag counter
O=[N+]([O-])c1cn(Cc2ccc(Cl)cc2)cn1,8.5,10.0,110.0,6.6,-4.8,0.1,2.0,105.0,0.1
CC(C)(C)CC(=O)NCCCCCCNC(=O)CC(C)(C)C,-0.1,-2.0,96.0,-5.0,-2.1,-0.3,23.4,96.0,-1.3
CC(Nc1cccc2ccccc12)C(=O)N/N=C/c1ccc([N+](=O)[O-])cc1 (configuration not stated),-0.1,-1.0,98.0,15.8,-9.5,1.6,10.8,100.0,2.7
COc1ccccc1NC(=O)c1ccc(COc2ccccc2Br)o1,-8.4,6.0,106.0,42.2,-9.5,9.0,-4.4,105.0,1.4
COc1ccc(CCN(CC(=O)NC2CCCC2)C(=O)Cn2nnc(-c3ccc(C)o3)n2)cc1OC,-7.8,-9.0,96.0,40.7,-3.9,-0.7,17.8,94.0,-0.2
O=[N+]([O-])c1cc(C(F)(F)F)cc([N+](=O)[O-])c1NCCN1CCNCC1,13.1,6.0,115.0,nt,-9.3,1.4,23.5,102.0,2.7
O=C(Nc1ccc(-n2ccc(C(F)(F)F)n2)cc1)Nc1cccc(Cl)c1,21.1*,74.0*,245.0*,16.6,-8.9,11.6,23.0,141.0*,9.8
COc1ccc(S(=O)(=O)c2c(C)c(NS(=O)(=O)c3ccccc3)cc(C)c2O)cc1,-9.1,3.0,101.0,11.4,-4.4,-2.6,-2.7,101.0,0.1
COC(=O)c1ccc(NC(=O)c2ccc3nsnc3c2)cc1,-9.4,-3.0,94.0,23.2,-4.5,3.9,19.4,101.0,6.4
CCC(=O)Nc1nc2ccccc2n1Cc1ccccc1C,-10.2,1.0,104.0,3.6,-1.5,-0.9,18.4,98.0,-0.4
CC(C)(C)NC(=O)Cn1c(SCC(=O)N2CCCCCC2)nc2ccccc21,-8.8,11.0,105.0,10.5,-4.0,-0.6,-36.7,105.0,-0.2
COc1ccc(-c2nc(CS(=O)CC(=O)NC3CCCC3)c(C)o2)cc1 (configuration not stated),-15.5,4.0,106.0,70.0*,-4.6,0.3,4.6,105.0,-0.7
Cc1cccc(C2NS(=O)(=O)N=C2N)c1 (configuration not stated),-15.1,3.0,107.0,0.2,-4.5,0.2,5.2,102.0,-0.8
COc1ccc(CN2CCCCCC2)c(C)c1C,-5.5,2.0,106.0,14.4,-1.5,0.1,4.9,100.0,0.6
Cc1nc2ccccc2c2c(N)c3ccccc3n12,0.1,-1.0,97.0,-4.0,-7.7,-0.6,9.5,101.0,-0.8
Cc1ccc(-c2onc3ccc(C(=O)/C=C/N(C)C)cc23)cc1,-6.4,3.0,92.0,29.2,-9.5,-0.5,-1.2,101.0,-0.2
O=C(C1=C[C@H](c2csc3ccccc23)C[C@H](OCCCCO)O1)N1CCN(Cc2ccc3c(c2)OCO3)CC1,0.7,5.0,108.0,23.7,-5.8,0.7,6.2,103.0,2.2
CCN(CC)C(=O)C1CCCN(c2ccc([N+](=O)[O-])cc2[N+](=O)[O-])C1 (configuration not stated),2.1,-8.0,86.0,32.8,-5.6,0.6,5.8,91.0,2.9
Cc1cc(F)ccc1S(=O)(=O)N1CCCOC1CNC(=O)C(=O)NCc1cccnc1 (configuration not stated),-10.9,6.0,109.0,41.4,-1.2,-0.5,14.7,103.0,0.2
CCn1cc(C(=O)N2CCCC(C(=O)c3ccc4ccccc4c3)C2)cn1 (configuration not stated),-3.2,-1.0,101.0,42.7,-1.9,-0.7,25.9,98.0,2.6
Cc1ccccc1NC(=O)COC(=O)c1cccnc1,-17.9,5.0,105.0,19.0,0.6,0.6,6.6,104.0,0.6
Cn1nnnc1SCC(=O)Nc1ccc(N2CCOCC2)cc1,1.7,0.0,96.0,37.9,-5.8,-1.0,15.7,99.0,-0.2
Cc1nnc(SCC(=O)c2ccccc2)n1Cc1ccccc1,-5.2,-1.0,91.0,-3.8,-0.5,0.0,21.8,91.0,1.1
O=C(C(Sc1ccccc1)c1ccccc1)N1CCOCC1 (configuration not stated),-5.2,0.0,81.0,-8.9,2.0,0.3,16.4,102.0,1.1
Cc1ccccc1OCC(=O)Nc1nnc(C2CCCC2)s1,-8.7,9.0,104.0,17.0,-6.5,-0.2,9.2,100.0,0.7

Seven successive compounds already listed, quoted:
molecule,GPR7 antagonist,MEKK2mut PB1 HTS,MEKK2 WT-MEK5,PHOSPHO1 block,GalR3 antag,OXTR agonist,NALP1 yeast inh,MEKK3 PB1 HTS,V1R ag counter
O=[N+]([O-])c1cn(Cc2ccc(Cl)cc2)cn1,8.5,10.0,110.0,6.6,-4.8,0.1,2.0,105.0,0.1
CC(C)(C)CC(=O)NCCCCCCNC(=O)CC(C)(C)C,-0.1,-2.0,96.0,-5.0,-2.1,-0.3,23.4,96.0,-1.3
CC(Nc1cccc2ccccc12)C(=O)N/N=C/c1ccc([N+](=O)[O-])cc1 (configuration not stated),-0.1,-1.0,98.0,15.8,-9.5,1.6,10.8,100.0,2.7
COc1ccccc1NC(=O)c1ccc(COc2ccccc2Br)o1,-8.4,6.0,106.0,42.2,-9.5,9.0,-4.4,105.0,1.4
COc1ccc(CCN(CC(=O)NC2CCCC2)C(=O)Cn2nnc(-c3ccc(C)o3)n2)cc1OC,-7.8,-9.0,96.0,40.7,-3.9,-0.7,17.8,94.0,-0.2
O=[N+]([O-])c1cc(C(F)(F)F)cc([N+](=O)[O-])c1NCCN1CCNCC1,13.1,6.0,115.0,nt,-9.3,1.4,23.5,102.0,2.7
O=C(Nc1ccc(-n2ccc(C(F)(F)F)n2)cc1)Nc1cccc(Cl)c1,21.1*,74.0*,245.0*,16.6,-8.9,11.6,23.0,141.0*,9.8

Following part:
molecule,GPR7 antagonist,MEKK2mut PB1 HTS,MEKK2 WT-MEK5,PHOSPHO1 block,GalR3 antag,OXTR agonist,NALP1 yeast inh,MEKK3 PB1 HTS,V1R ag counter
COc1ccc(-c2nn(-c3ccccc3C)cc2CNC(C)c2cn(C)nc2C)cc1F (configuration not stated),-2.7,-8.0,91.0,41.1,-2.6,1.9,13.7,99.0,0.0
OC(COc1ccc(F)cc1)CN1CCN(c2ccccc2F)CC1 (configuration not stated),-5.8,3.0,107.0,15.6,-9.3,-1.1,0.2,96.0,0.3
NC(=O)CSc1nnc(SCc2ccc(F)cc2)s1,1.6,1.0,100.0,34.2,-8.4,0.3,6.5,99.0,1.3
Cc1cc(C(=O)Nc2c(C)cccc2C)n(-c2ccccc2)n1,-6.0,10.0,111.0,-9.2,-0.9,-1.5,2.1,111.0,-0.6
CCC1(C)CC(=O)N(c2ccc(C(=O)O)c(O)c2)C1=O (configuration not stated),-11.2,-9.0,97.0,11.4,7.4,0.1,1.7,95.0,0.0
COc1cc2c(cc1NC(=O)c1cc(-c3ccncc3)nc3ccccc13)oc1ccccc12,-2.0,17.0,16.0*,-3.4,-1.6,0.5,14.5,92.0,-0.8
CCOC(=O)c1c(C)[nH]c(C)c1C(=O)CN1C(=O)NC(CC(C)C)C1=O (configuration not stated),10.4,-2.0,96.0,-7.7,nt,-0.1,26.8,95.0,-0.4
COc1ccc(N2CCN(C(=O)CN(c3cccc(OC)c3)S(=O)(=O)c3ccccc3)CC2)cc1,-1.7,6.0,99.0,43.1,0.9,-0.1,7.6,102.0,-1.2
CCc1ccccc1N(C)S(=O)(=O)c1cc(-c2cc(C)no2)ccc1OC,4.0,2.0,105.0,32.4,-1.7,-1.8,3.9,102.0,8.9
COc1ccc(C(=O)Nc2ccc(S(=O)(=O)NCc3ccco3)cc2)cc1OC,-7.5,3.0,102.0,20.8,-4.6,0.7,17.8,102.0,0.4
COCCn1c(SCC(=O)N2CCCCC2)nc2c(c1=O)SCC2,-12.5,5.0,107.0,21.8,-2.1,-0.2,8.3,101.0,-0.1
CCOC(=O)c1sc2nc(SCC(=O)N(CC)CC)n(CCCN3CCCC3=O)c(=O)c2c1C,-15.6,-7.0,91.0,-3.0,-2.2,-0.6,17.3,92.0,0.2
NC(=O)CSc1nnc(Cc2csc(Nc3ccc(F)cc3)n2)n1Cc1ccccc1,-9.6,2.0,94.0,-11.6,-0.5,-0.3,5.5,84.0,0.7
COc1ccc(CNc2ncnc3cc(Cl)ccc23)cc1OC,12.1,5.0,101.0,26.2,-1.0,nt,-3.9,101.0,nt
Cc1ccccc1-n1c(CSC(=N)N)nc2ccccc2c1=O,-5.3,1.0,106.0,-2.3,-1.1,-0.7,nt,102.0,0.3
Nc1ccccc1-c1nnn(CC(=O)N2CCCc3ccccc32)n1,-2.1,-2.0,103.0,-29.1,-2.9,3.9,-38.7,91.0,-0.7
COc1ccc(C(=O)NC(=S)N2CCN(c3ccccc3OC)CC2)cc1OC,-15.5,1.0,106.0,-117.7,-4.0,-2.5,23.4,105.0,0.1
O=C(N/N=C/c1cccs1)c1cccnc1,-18.1,-22.0,89.0,-9.9,-4.4,-0.3,7.3,83.0,1.1
CCC1S/C(=C(\C#N)C(=O)NCc2ccco2)N(c2ccc(F)cc2)C1=O (configuration not stated),-8.3,6.0,104.0,76.4*,-0.9,0.3,19.4,105.0,1.2
CN(c1ncc(C(F)(F)F)cc1Cl)n1cc(C(N)=O)c2ccccc2c1=O,-3.5,5.0,106.0,-2.7,-4.8,-0.6,0.0,108.0,0.6
Cc1nc2cc(C(=O)N3CCc4ccccc43)ccc2n1-c1ccc(F)c(F)c1,2.1,-2.0,103.0,-14.7,1.3,-1.3,28.7,101.0,-0.2
CCOC(=O)c1cc2c(ccn2C)n1CC(=O)N1CCC(Cc2ccccc2)CC1,7.1,-10.0,90.0,18.2,-1.6,-1.9,15.4,91.0,-1.5
CC1CCc2nc(N)c(C#N)c(-c3cccn3C)c2C1 (configuration not stated),-10.3,-3.0,98.0,0.5,-0.3,-1.8,5.4,98.0,-1.6

Hits appear at their usual frequency. About 5.4% of those tested had a hit in this group.
